Assay outcomes: PubChem, several laboratories
PostGolgi yeast: growth inhibition of a yeast mutant, post-Golgi transport screen | AID 739 | hit rate 0.9% among 98,000 | inhibition, % at 10 µM | post-Golgi transport phenotypic cell assay;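 also: yeast cells grown in 1536-well plates; yeast grown about 18 h at 30C before absorbance read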
PostGolgi ctrl: growth of the yeast control strain, post-Golgi counter-screen | hit rate 5% among 98,000 | inhibition, % at 10 µM | efflux-deficient yeast background strain, growth absorbance A615, 16 h
S1P2 ag: S1P2 (human) receptor agonism | activation, % at 4.5 µM | hit rate 0.46% among 97,000 | S1P2-expressing cell line, agonist reporter read-out | AID 729; in the data active = activation above about 16%;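 also: 0% = vehicle low control and 100% = maximal reference agonist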
Target sequence (O95136 whole entry, looked up): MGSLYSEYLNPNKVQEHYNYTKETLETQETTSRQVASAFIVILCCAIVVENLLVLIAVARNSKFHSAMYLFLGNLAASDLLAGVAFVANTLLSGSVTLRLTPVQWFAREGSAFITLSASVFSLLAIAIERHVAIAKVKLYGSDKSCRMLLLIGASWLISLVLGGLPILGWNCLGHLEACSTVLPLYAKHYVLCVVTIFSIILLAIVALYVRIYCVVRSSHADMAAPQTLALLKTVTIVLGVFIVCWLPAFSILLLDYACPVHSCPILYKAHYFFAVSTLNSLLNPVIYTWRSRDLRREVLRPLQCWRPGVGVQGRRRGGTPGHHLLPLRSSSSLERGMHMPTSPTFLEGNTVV
hDAT+cocaine: human DAT dopamine uptake with cocaine, either direction | B-score at 10 µM | AID 449768 | hit rate 1.3% among 110,000 | LLC-PK1 hDAT cells, [14C]-dopamine uptake with cocaine IC80; actives deviate in either direction | Q01959;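 active = Z score or B-score, a plate-position-corrected score, falls beyond the plate's 99.7% confidence bounds, in either direction; inactive = both scores lie inside the 99.7% bounds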;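 also: scored against the spread of the other compound wells on the same plate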
Target sequence (Q01959 whole entry, looked up): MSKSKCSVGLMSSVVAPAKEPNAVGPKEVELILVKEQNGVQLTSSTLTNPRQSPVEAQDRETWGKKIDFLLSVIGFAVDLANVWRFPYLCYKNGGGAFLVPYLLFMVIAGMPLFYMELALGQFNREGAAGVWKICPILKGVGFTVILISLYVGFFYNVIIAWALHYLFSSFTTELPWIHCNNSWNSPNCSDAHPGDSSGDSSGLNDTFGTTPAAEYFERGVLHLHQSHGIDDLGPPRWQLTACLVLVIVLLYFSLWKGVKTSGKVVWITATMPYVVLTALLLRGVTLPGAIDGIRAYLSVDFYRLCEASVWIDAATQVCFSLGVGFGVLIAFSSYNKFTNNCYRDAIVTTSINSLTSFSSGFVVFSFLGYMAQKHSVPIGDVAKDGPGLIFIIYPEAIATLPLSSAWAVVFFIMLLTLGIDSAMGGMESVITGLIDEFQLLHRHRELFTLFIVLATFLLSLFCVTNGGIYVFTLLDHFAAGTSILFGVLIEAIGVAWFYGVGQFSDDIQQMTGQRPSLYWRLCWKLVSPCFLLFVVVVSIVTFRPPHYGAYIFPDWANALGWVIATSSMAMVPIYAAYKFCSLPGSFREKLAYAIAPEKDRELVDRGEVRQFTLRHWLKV
S1P2 antag: blocks the human S1P2 receptor | cell-based S1P2 antagonist assay, inhibition at 5 uM | hit rate 0.21% among 97,000 | O95136 | inhibition, % at 5 µM; in the data active = inhibition above about 45%;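 also: CRE beta-lactamase reporter cells expressing human S1P2 stimulated with S1P; 0% = agonist at EC80 alone and 100% = agonist plus reference antagonist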
E coli WT exp: E. coli BW25113 growth inhibition, expanded screen; OD600 absorbance; growth inhibition, % at 100 µM; hit rate 0.15% among 98,000;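 active = growth inhibition above about 50% at one test dose, limit read from the data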;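 also: growth measured after 20 h incubation at 37 °C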
Lung fibro prol: blocks proliferation of human lung fibroblasts. LL 47 human lung fibroblast viability, ATP luminescence; active compounds read low. viability, % at 10 µM. hit rate 1.1% among 85,000. AID 719;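 active = viability at or below 50% in the single dose screen; inactive = viability above 50%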;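 also: compound exposure lasted 72 h before the ATP readout; 100% = median luminescence of untreated cell-only wells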
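Material: human lung fibroblast line LL 47, low passage; Evaluation: viability percentage against median untreated-cell control; Buffer or medium: 15% FBS in IMEM; Incubation: 72 h compound exposure at 37 °C after overnight plating; Dosing: 0.1% DMSO in all compound wells; Measured by: CellTiter-Glo luminescence.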
HUVEC prolif 384: inhibitors of human endothelial cell proliferation. viability, % at 10 µM (by protocol). HUVEC proliferation, CellTiter-Glo luminescence, 72 h; active compounds read low. hit rate 1.1% among 86,000;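 active = viability at or below 30%; inactive = viability above 30%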;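 also: 100% = median luminescence of DMSO-only cell control wells on each plate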
H69AR growth 86K: blocks growth of human H69AR lung tumor cells. hit rate 6% among 85,000. H69AR lung tumor viability, ATP luminescence, 72 h; active compounds read low. viability, % at 10 µM. AID 598;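 active = viability at or below 40%; inactive = viability above 40%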;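 also: multidrug resistant small cell line overexpressing MRP-1 efflux transporter; 100% = mean luminescence of untreated control wells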
* hit, by the source's call; . = not tested or not shown. Rule as the data show it, unless noted: active = inhibition above about 30%; inactive = the rest.

1	COc1ccc(NC(=O)Nc2ccc(OCC(=O)N3CCOCC3)cc2)cc1OC
2	CC1Oc2ccccc2N(Cc2ccccc2F)C1=O (configuration not stated)
3	O=C(c1ccc2c(=O)n(C3CCCC3)c(=S)[nH]c2c1)N1CCN(C2CCCCC2)CC1
4	Cc1ccccc1-c1nc(CS(=O)(=O)CC(=O)N2CCc3ccccc3C2)c(C)o1
5	CCS(=O)(=O)CCSc1nc2c(cc1C#N)CCCC2
6	O=[N+]([O-])c1cccc(-c2nc(-c3ccncc3)no2)c1
7	Cc1ccc(NC(=O)Cn2nc([N+](=O)[O-])c(Br)c2C)cc1C
8	CN(C)CCNC(=O)COc1cccc(Cl)c1

entry no.	1	2	3	4	5	6	7	8
PostGolgi yeast	1	19	0	-7	-1	2	-5	-9
PostGolgi ctrl	3	9	9	31*	9	-4	-1	0
S1P2 ag	-2	-3	-11	-2	-5	36*	-6	.
hDAT+cocaine	1.6	-0.16	.	1.1	1.4	.	-0.5	-0.16
S1P2 antag	4	1	5	20	-21	4	17	.
E coli WT exp	-3	10	4	-8	0	7	-7	3
Lung fibro prol	102	.	93	.	100	.	.	100
HUVEC prolif 384	94	.	87	.	108	.	.	105
H69AR growth 86K	95	.	56	.	83	.	.	96

Quoted from above, entries 7 to 8
7	Cc1ccc(NC(=O)Cn2nc([N+](=O)[O-])c(Br)c2C)cc1C
8	CN(C)CCNC(=O)COc1cccc(Cl)c1

entry no.	7	8
PostGolgi yeast	-5	-9
PostGolgi ctrl	-1	0
S1P2 ag	-6	.
hDAT+cocaine	-0.5	-0.16
S1P2 antag	17	.
E coli WT exp	-7	3
Lung fibro prol	.	100
HUVEC prolif 384	.	105
H69AR growth 86K	.	96

Continued.
9	COc1ccc(F)cc1S(=O)(=O)N1CCCN(S(=O)(=O)c2cc(F)ccc2OC)CC1
10	COC(=O)[C@@H](NC(=O)NCc1cccs1)C(C)C
11	CC(=O)Nc1c(C(=O)N2CCCCCC2)cnn1-c1ccccc1
12	O=C(CSC1=NCCN1)NC1CCCCCC1
13	CCOC(=O)c1cccnc1SC(CC)C(=O)NCc1ccco1 (configuration not stated)
14	CC1Cn2c(nnc2-c2ccccc2O)S1 (configuration not stated)
15	CCOc1ccccc1NC=C1C(=O)OC2(CCCCC2)OC1=O
16	S=C(NCCSCc1c(Cl)cccc1Cl)Nc1ccccc1

entry no.	9	10	11	12	13	14	15	16
PostGolgi yeast	9	1	1	-18	-2	-1	19	-5
PostGolgi ctrl	6	12	10	7	6	11	-2	9
S1P2 ag	-7	-2	-5	-6	-3	-8	-4	-5
hDAT+cocaine	0.98	-0.27	0.46	-0.3	-0.21	-0.49	0.29	1.6
S1P2 antag	5	6	-16	-9	-2	-7	-9	3
E coli WT exp	-2	-6	2	4	4	8	4	-14
Lung fibro prol	93	99	105	91	99	110	103	.
HUVEC prolif 384	89	101	106	66	95	96	83	.
H69AR growth 86K	73	100	102	89	93	94	104	.

17	COC(=O)CC1=Nc2ccccc2NC(=O)C1
18	O=c1c(Cc2ccc(F)cc2)c(O)ccn1C1CCCCC1
19	O=C(CCN1C(=O)c2ccccc2C1=O)Nc1ccccc1C(=O)N1CCOCC1
20	Cc1nc(SC2CC(=O)N(c3ccc([N+](=O)[O-])cc3)C2=O)nc2c1CCCC2 (configuration not stated)
21	CCCOc1ccccc1C(=O)N(Cc1cccs1)C1CCS(=O)(=O)C1 (configuration not stated)
22	CCCCNc1nc2c(c(=O)n(C)c(=O)n2C)n1Cc1cccc(OC)c1
23	Cc1ccccc1NS(=O)(=O)c1cc(C(=O)NCCSC2CCCCC2)ccc1C
24	COc1cc(/C=N/N2CCN(C3c4ccccc4-c4ccccc43)CC2)ccc1O

entry no.	17	18	19	20	21	22	23	24
PostGolgi yeast	-8	9	5	10	2	.	4	-17
PostGolgi ctrl	-1	10	3	-2	3	.	20	21
S1P2 ag	-3	-6	-3	1	-4	2	-2	-6
hDAT+cocaine	0.47	-1.1	0.98	1.7	-0.021	-0.084	0.12	-1.8*
S1P2 antag	-2	-54	-9	6	3	-5	16	-2
E coli WT exp	2	-14	9	7	4	.	-16	-8
Lung fibro prol	101	.	100	.	.	89	.	.
HUVEC prolif 384	92	.	94	.	.	75	.	.
H69AR growth 86K	110	.	102	.	.	86	.	.

25	COc1ccc(C(=O)n2nc(C)cc2Nc2ccccc2)cc1
26	O=C(NCC1CCCO1)c1ccc(Cl)c(F)c1F (configuration not stated)
27	CCCCc1c(O)nc(N2CCN(Cc3ccccc3)CC2)[nH]c1=O
28	CCSc1nnc(Cc2cc(=O)[nH]c(=O)[nH]2)n1-c1cc(C)ccc1C
29	O=C(NCCCN1CCOCC1)c1c(O)c2ccccc2[nH]c1=O
30	CS(=O)(=O)N1CCC(C(=O)Nc2ccccc2)CC1
31	CCOc1ncccc1C(=O)OCC(=O)NCCc1ccc(OC)cc1
32	CC(C)NC(=O)c1cccc(C(F)(F)F)c1

entry no.	25	26	27	28	29	30	31	32
PostGolgi yeast	-1	-2	1	-6	-4	-1	1	-5
PostGolgi ctrl	10	3	11	30*	4	-8	4	1
S1P2 ag	-3	0	-6	-1	-13	-1	.	-3
hDAT+cocaine	0.47	1.6	0.088	-0.32	0.19	-0.68	2.6	-0.2
S1P2 antag	2	-5	22	3	20	4	.	13
E coli WT exp	-2	-5	0	1	11	1	1	2
Lung fibro prol	98	100	106	94	104	107	95	.
HUVEC prolif 384	82	98	106	98	106	97	116	.
H69AR growth 86K	96	94	97	95	90	105	95	.

33	COC(=O)c1cc(=O)n2c(-c3ccc(OC)cc3)csc2n1
34	Cc1cc(C)n(-c2nc(-c3ccccc3)cs2)n1
35	N#Cc1cc(Oc2cccnc2)c(Oc2cccnc2)cc1C#N
36	COC(=O)c1ccc(NC(=O)C(C)N2C(=O)c3ccccc3C2=O)cc1 (configuration not stated)
37	CC(=O)Nc1ccc(NC(=O)Cn2cnc3c(cnn3C(C)(C)C)c2=O)cc1
38	Cc1oc2c(c1C(=O)NCCO)CCCC2
39	N#Cc1ccc(CSc2nnc(NC(=O)C3CCCO3)s2)cc1 (configuration not stated)
40	CCOc1cc(/C=C(/C#N)c2nc3ccccc3[nH]2)ccc1OCc1ccc(C(=O)O)o1

entry no.	33	34	35	36	37	38	39	40
PostGolgi yeast	-1	4	-6	4	-3	-1	-2	0
PostGolgi ctrl	7	16	11	-8	9	-11	7	28
S1P2 ag	-4	-2	0	-9	-8	-3	0	-7
hDAT+cocaine	-0.27	0.13	-0.18	0.0054	1.1	0.072	1.6	0.47
S1P2 antag	-1	-9	-3	-19	-11	-11	0	14
E coli WT exp	2	4	9	-2	5	-5	-6	-2
Lung fibro prol	94	94	99	105	99	.	95	.
HUVEC prolif 384	93	87	94	99	97	.	94	.
H69AR growth 86K	91	91	78	90	57	.	99	.

41	CCOc1ccc2nc(-c3ccccc3)nc(SCC(=O)Nc3ncc(C)s3)c2c1
42	O=C(Oc1ccc(=O)n(-c2ccccc2)n1)c1cccc(Cl)c1
43	Cc1cccn2cc(CCNC(=O)c3ccco3)nc12
44	c1ccc(Oc2ncnc3oc(-c4ccccc4)cc23)cc1
45	Cc1nc2cc(S(=O)(=O)N3CCC(C(=O)O)CC3)ccc2n1C1CCCC1
46	Cc1ccc(C(=O)COC(=O)CNC(=O)C(c2ccccc2)c2ccccc2)cc1[N+](=O)[O-]
47	O=C1CCCc2c1nc(-c1ccco1)n2O
48	CCn1cnc2c1c(=O)n(CC(=O)N1CCc3ccccc31)c(=O)n2Cc1ccccc1

entry no.	41	42	43	44	45	46	47	48
PostGolgi yeast	-16	-6	2	-12	-1	-5	10	-3
PostGolgi ctrl	-3	-1	1	21	5	-3	-3	12
S1P2 ag	-6	-8	-2	-9	-1	-4	-6	-8
hDAT+cocaine	-0.0017	-0.4	-0.048	0.97	-1.2	-0.23	-0.7	-0.7
S1P2 antag	13	16	-7	3	18	17	13	19
E coli WT exp	-8	-17	2	-17	-1	6	1	-6
Lung fibro prol	.	.	100	.	.	.	92	99
HUVEC prolif 384	.	.	105	.	.	.	93	94
H69AR growth 86K	.	.	91	.	.	.	95	102

49	CC(C)Oc1ccc2nnnn2n1
50	CCCNC(=O)Nc1ccccc1C(=O)Nc1ccc(OC)cc1
51	Fc1ccccc1N1CC(c2ccccc2)C(c2cccs2)=N1 (configuration not stated)
52	CCN1CCN(CC(=O)Nc2sc3c(c2C#N)CCC(C)C3)CC1 (configuration not stated)
53	Cc1ccnc(NC(=O)c2cc(-n3cnnc3)ccc2Cl)c1
54	COc1cccc(Nc2nc(-c3ccc4c(c3)OCCO4)cs2)c1
55	OCCN1CCN(C(=S)c2ccc(Br)cc2)CC1
56	C=CCn1c(-c2ccc3[nH]c(C)c(C)c3c2)n[nH]c1=S

entry no.	49	50	51	52	53	54	55	56
PostGolgi yeast	-2	7	-6	-3	.	-8	3	-6
PostGolgi ctrl	4	-5	6	2	.	18	3	4
S1P2 ag	1	-9	23*	-5	-3	41*	-6	-5
hDAT+cocaine	-0.59	1.4	0.53	-0.82	0.78	0.088	.	0.027
S1P2 antag	14	2	-34	23	0	1	-5	11
E coli WT exp	4	3	-12	13	.	-7	6	2
Lung fibro prol	103	104	92	92	101	96	.	100
HUVEC prolif 384	95	92	125	79	93	73	.	85
H69AR growth 86K	103	82	88	32*	97	37*	.	96

The closing 4 entries of the section above open the next one.
53	Cc1ccnc(NC(=O)c2cc(-n3cnnc3)ccc2Cl)c1
54	COc1cccc(Nc2nc(-c3ccc4c(c3)OCCO4)cs2)c1
55	OCCN1CCN(C(=S)c2ccc(Br)cc2)CC1
56	C=CCn1c(-c2ccc3[nH]c(C)c(C)c3c2)n[nH]c1=S
57	CCCCN(CC)S(=O)(=O)c1ccc(C(=O)Nc2nnc(COC)o2)cc1
58	CC(C)NC(=S)NNC(=O)C12CC3CC(CC(C3)C1)C2
59	Cc1cc(C)n(-c2nc3ccccc3c(=O)n2OCc2ccc(F)cc2)n1
60	O=S(=O)(NCC(c1ccccc1)N1CCNCC1)c1ccc(Cl)cc1 (configuration not stated)
61	CCOc1cc(C(=O)OCc2ccc(C(=O)OC)o2)cc(Br)c1OC
62	CCOc1ccccc1Oc1coc2cc(OC)ccc2c1=O
63	CCOC(=O)N1CCN(c2cc(=O)n(-c3ccc(OC)cc3)c(=O)[nH]2)CC1
64	COc1ccccc1Nc1nc(N)nc(CSc2ncccn2)n1

entry no.	53	54	55	56	57	58	59	60	61	62	63	64
PostGolgi yeast	.	-8	3	-6	3	-2	1	19	2	5	0	-4
PostGolgi ctrl	.	18	3	4	15	5	14	6	2	7	4	32*
S1P2 ag	-3	41*	-6	-5	-4	-4	-1	-7	-7	-8	.	-4
hDAT+cocaine	0.78	0.088	.	0.027	0.51	-1	0.018	-0.084	-1.2	-0.01	-0.14	0.77
S1P2 antag	0	1	-5	11	1	-7	19	16	-7	-6	.	-15
E coli WT exp	.	-7	6	2	5	4	8	6	9	5	6	0
Lung fibro prol	101	96	.	100	99	104	77	87	106	107	100	101
HUVEC prolif 384	93	73	.	85	76	106	96	84	85	96	96	89
H69AR growth 86K	97	37*	.	96	42	97	.	90	90	91	106	87

65	CCCC(=O)Nc1ccc(Cl)c(NC(=O)C(C)(C)C)c1
66	CCOc1ccc(N2C(=O)CC(SC(=NC)Nc3ccc4c(c3)OCO4)C2=O)cc1 (configuration not stated)
67	O=C(NC(Cc1ccccc1)c1ccc2c(c1)OCCCO2)c1ccccc1 (configuration not stated)
68	Cc1ccc(SCc2ccc(C(=O)Nc3cc([N+](=O)[O-])ccc3C)cc2)cc1
69	CCn1cc(C2=NC(C)(C)CO2)c2ccccc21

entry no.	65	66	67	68	69
PostGolgi yeast	-7	3	-14	-4	1
PostGolgi ctrl	21	-2	7	-9	0
S1P2 ag	-3	-1	-4	-5	-7
hDAT+cocaine	0.92	-0.82	0.85	0.34	0.67
S1P2 antag	8	-2	-19	10	-7
E coli WT exp	1	-4	-4	-12	-6
Lung fibro prol	100	.	.	.	97
HUVEC prolif 384	100	.	.	.	92
H69AR growth 86K	72	.	.	.	64
